# AmpC inh detg: qHTS Inhibitors of AmpC Beta-Lactamase (assay with detergent). 370,000 tested, 0.041% active. AmpC hydrolysis of nitrocefin, absorbance 480 nm, 0.01% Triton. Potency, µM (doses to about 114 µM), for inactives: at the highest dose activity change, negative = inhibition, most hits filed as inhibitors. AID 485294, 2010;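 further: potency means the concentration at half of the fitted maximal effect; 0% = no-compound wells and -100% = no-enzyme wells; nearly all actives have a fitted effect of over 25% in size; some results filed as inactive show a strong effect at the top dose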
# Target sequence (P00811 whole entry, looked up): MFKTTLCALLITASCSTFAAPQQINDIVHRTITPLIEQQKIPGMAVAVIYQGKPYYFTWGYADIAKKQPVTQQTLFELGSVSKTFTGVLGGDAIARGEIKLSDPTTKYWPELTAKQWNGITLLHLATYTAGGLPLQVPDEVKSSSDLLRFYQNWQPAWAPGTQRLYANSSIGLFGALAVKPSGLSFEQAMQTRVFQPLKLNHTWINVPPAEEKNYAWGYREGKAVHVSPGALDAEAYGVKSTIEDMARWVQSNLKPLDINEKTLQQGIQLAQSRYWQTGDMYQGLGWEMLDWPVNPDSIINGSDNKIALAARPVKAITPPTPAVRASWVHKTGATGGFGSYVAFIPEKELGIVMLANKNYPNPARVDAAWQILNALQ
#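 AmpC (5.3 nM in the dispensed reagent) in 20 mM phosphate pH 7.0 with 0.01% (detergent screen) or 0.0001% Triton X-100 was preincubated with compounds for 15 min at room temperature. Nitrocefin was then added from an 800 uM solution, and hydrolysis was followed at 480 nm.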
# FBPA Giardia inh: qHTS Assay for Inhibitors of Fructose-1,6-bisphosphate Aldolase from Giardia Lamblia; A8B2U2; purified Giardia FBPA; Potency, µM (highest dose often 59.6 µM), without a hit: top-dose activity, negative = inhibition, hits mostly inhibitors; 290,000 tested, 0.71% active; further: potency means the concentration at half of the fitted maximal effect; nearly all actives have a fitted effect of over 55% in size
# Target sequence (A8B2U2 whole entry, looked up): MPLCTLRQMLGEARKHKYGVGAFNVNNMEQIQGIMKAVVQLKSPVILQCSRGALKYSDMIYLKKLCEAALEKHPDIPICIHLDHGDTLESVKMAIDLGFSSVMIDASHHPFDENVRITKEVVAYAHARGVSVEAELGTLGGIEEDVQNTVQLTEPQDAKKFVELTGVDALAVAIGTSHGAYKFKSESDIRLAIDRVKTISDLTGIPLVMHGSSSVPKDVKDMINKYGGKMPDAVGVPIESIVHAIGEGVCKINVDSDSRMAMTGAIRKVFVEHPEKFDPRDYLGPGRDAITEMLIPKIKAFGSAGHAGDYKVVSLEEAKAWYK
#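 40 nM FBPA preincubated 10 min at RT with compound (up to 57.5 uM final), then substrate plus GAPDH/TPI/NAD/arsenate coupling and diaphorase/resazurin added. Fluorescence read after 20 min at RT, 525/598 nm.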
# Sm TGR block: qHTS Assay for the Inhibitors of Schistosoma Mansoni Peroxiredoxins; Schistosoma mansoni thioredoxin glutathione reductase (TGR), Q962Y6; purified TGR, DTNB reduction, TNB absorbance 405 nm; Potency, µM (doses to about 114 µM), inactives show top-dose activity change, negative = inhibition, most hits filed as inhibitors; 360,000 tested, 3% active; further: potency means the concentration at half of the fitted maximal effect; nearly all actives have a fitted effect of over 60% in size
#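 Kinetic colorimetric format: TGR-catalysed, NADPH-driven DTNB reduction monitored via TNB absorbance. Enzyme dispensed at 20 nM; compound exposure 15 min at room temperature before reaction start.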
# HCMV inh: qHTS Assay for inhibitors of the human cytomegalovirus (HCMV) | 410,000 tested, 4.5% active | HFF cells, HCMV-luciferase reporter, 72 h; hits give low values | activity change, negative = inhibition, % at 57.5 µM | AID 1259415, 2018; in the data active means activity change below about -60%; inconclusive means no clear call, values can overlap the other calls; inactive means above about -39%
#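 Luciferase read-out from HCMV-luciferase-infected HFFs (MOI 1 PFU/cell) 72 h post infection at 37C; compounds added after 16 h cell attachment; activity normalized between buffer-only basal and Salinomycin (10uM) inhibitor controls.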
# HCV inhibitor: qHTS Assay for Inhibitors of Hepatitis C Virus (HCV) | AID 651820, 2012 | 340,000 tested, 3.4% active | Huh7.5.1 HCVcc-Cre infection, luciferase reporter, 44 h | Potency, µM (top dose mostly 41.8 µM), for inactives: top-dose activity change, negative = inhibition, most hits filed as inhibitors; further: potency means the concentration at half of the fitted maximal effect
#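 After 44 h co-culture of compound, cells and HCVcc-Cre (~0.5 moi), substrate is added for 15 min at room temperature and luciferase measured over 15 sec. Cells were seeded at 1,000/well and pre-cultured 4 h.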
# AmpC inh no detg: qHTS Inhibitors of AmpC Beta-Lactamase (assay without detergent). P00811. AmpC nitrocefin hydrolysis, absorbance 480 nm, 0.0001% Triton. Potency, µM (highest dose often 57.1 µM), for the others: at the top dose activity change, negative = inhibition, actives largely listed as inhibitors. 330,000 tested, 0.52% active. AID 485341, 2010;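 further: potency means the concentration at half of the fitted maximal effect; plate controls were no compound for no effect and no enzyme for full effect; nearly all actives have a fitted effect of over 20% in size; some results filed as inactive show a strong effect at the top dose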
#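 AmpC (5.3 nM in the dispensed reagent) in 20 mM phosphate pH 7.0 with 0.01% (detergent screen) or 0.0001% Triton X-100 was preincubated with compounds for 15 min at room temperature. Nitrocefin was then added from an 800 uM solution, and hydrolysis was followed at 480 nm.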
# Numbers without * were called inactive; ? = inconclusive; / = not tested or not shown; + = active, no number; & = joins results of further samples; [ ] = remark or other dose. Unless noted, the call rests on the fitted dose curve; in most records, active means well fitted curve in the direction sought with a large enough effect; inconclusive means small, poorly fitted or top-dose-only effect, or another doubt; inactive means no such curve, though single readings can be large; an effect the other way counts as inactive or inconclusive. Unless noted, on the % scale 0 is the no-effect control and ±100 the full control effect.
# The opening 6 records as a preview:
SMILES,AmpC inh detg,FBPA Giardia inh,Sm TGR block,HCMV inh,HCV inhibitor,AmpC inh no detg
Cc1nnc(SCC2=C(C(=O)O)N3C(=O)C(NC(=O)Cn4nc(C)c(Cl)c4C)C3SC2)s1 (stereo not drawn),7.0%,22.3µM*,10µM*,44.6,9.9%,1.2%
CCOc1ccc(Nc2nc(C)c(NC(=O)c3cccc(OC)c3)c(Nc3ccc(OCC)cc3)n2)cc1,1.6%,/,-4.8%,-12.3,/,/
CC(C)NCc1nnc(-c2ccccc2Cl)o1,0.6%,-2.4%,3.0%,0.0,8.2%,6.9%
O=C(Nc1ccc(N2CCCC2)c(S(=O)(=O)Nc2cccc(C(F)(F)F)c2)c1)c1cccs1,-12.4%,-11.3%,-9.1%,?,?,-38.4%
Clc1ccc2c(N3CCOCC3)ccnc2c1,-10.6%,6.3%,-10.5%,-36.7,?,-1.3%
CCCC(=O)N1CCN(c2nnc(-c3ccccc3)c3ccccc23)CC1,-10.3%,11.3%,8.0%,1.7,9.0%,38.4%

# This part in full, previewed entries included:
SMILES,AmpC inh detg,FBPA Giardia inh,Sm TGR block,HCMV inh,HCV inhibitor,AmpC inh no detg
Cc1nnc(SCC2=C(C(=O)O)N3C(=O)C(NC(=O)Cn4nc(C)c(Cl)c4C)C3SC2)s1 (stereo not drawn),7.0%,22.3µM*,10µM*,44.6,9.9%,1.2%
CCOc1ccc(Nc2nc(C)c(NC(=O)c3cccc(OC)c3)c(Nc3ccc(OCC)cc3)n2)cc1,1.6%,/,-4.8%,-12.3,/,/
CC(C)NCc1nnc(-c2ccccc2Cl)o1,0.6%,-2.4%,3.0%,0.0,8.2%,6.9%
O=C(Nc1ccc(N2CCCC2)c(S(=O)(=O)Nc2cccc(C(F)(F)F)c2)c1)c1cccs1,-12.4%,-11.3%,-9.1%,?,?,-38.4%
Clc1ccc2c(N3CCOCC3)ccnc2c1,-10.6%,6.3%,-10.5%,-36.7,?,-1.3%
CCCC(=O)N1CCN(c2nnc(-c3ccccc3)c3ccccc23)CC1,-10.3%,11.3%,8.0%,1.7,9.0%,38.4%
Cc1cc(CNC(=O)Cc2ccccc2)c2ccccc2n1,-12.5%,5.8%,39.4%[activator],-3.8,?,-18.0%
COc1ccc(C(=O)Nc2ccccc2C(=O)O)cc1NC(=O)C(c1ccccc1)c1ccccc1,-1.9%,5.4%,3.8%,52.7,4.8%,?
O=C(OCC(=O)N1CCOCC1)c1cccc(S(=O)(=O)N2CCCc3ccccc32)c1,1.6%,22.1%,-5.2%,0.0,14.8%,106.5%[activator]
CC1=[N+]([O-])C2(N)CCc3nonc3C2(O)C1 (stereo not drawn),-13.7%,0.6%,0.0%,0.4,5.5%,-2.6%
COc1ccc2nc(SCC(=O)NC3(C#N)CCCCC3)[nH]c2c1,-3.9%,/,-1.3%,?,?,-19.3%
N#C/C(=N/O)c1nc(-c2ccc(F)cc2)cs1,-12.9%,12.9%,3.7%,-30.2,5.6%,-3.8%
COc1ccc(C(=O)Nc2cc(C(C)=O)c(C)oc2=O)cc1,3.9%,-1.0%,?,25.1,17.6%,-24.8%
O=C(NCCCN1CCOCC1)c1cc2ccccc2oc1=O,-0.2%,4.2%,-33.1%,8.5,12.2%,-11.7%
Cc1ccc(-n2ncc3c(NCc4ccc5c(c4)OCO5)ncnc32)c(C)c1,0.3%,-25.3%,-23.2%,-19.5,?,-24.7%
Cc1cc(C)n(-c2nc(-n3nc(C)cc3C)c3c4c(sc3n2)COC(C)(C)C4)n1,-2.6%,-0.2%,4.8%,-7.0,/,53.3%
CCC(C)COC(=O)C(C#N)c1nc2ccccc2nc1N1CCCCC1 (stereo not drawn),?,-10.6%,12.7%,?,-28.3%,-17.5%
Cc1nc(C/C(=N\Nc2ccccc2)c2ccc(O)cc2O)cs1,-5.2%,-16.3%,?,-16.8,-8.0%,-56.0%
Cc1ccc(CNC(=O)CCCn2nc(C)n3ccnc3c2=O)cc1,?,1.0%,1.3%,-11.2,11.3%,-14.9%
CCCCn1c(SCC(=O)NCc2ccc(OC)c(C(=O)O)c2)nc2cc(S(N)(=O)=O)ccc21,-0.1%,-7.3%,1.5%,-14.8,18.5%,-8.6%
CC(O)CNc1nc2c(c(=O)n(Cc3ccccc3)c(=O)n2C)n1C (stereo not drawn),?,5.4%,-1.5%,-9.3,13.6%,-0.2%
O=C(NCO)c1cccnc1,/,4.7%,/,-4.8,-10.1%,/
Cc1cccc(NC(=O)NCC(F)(F)F)n1,?,0.3%,0.3%,8.7,7.8%,-2.2%
Cc1cc(C(=O)Nc2ccc3c(c2)OCCO3)nn1C(C)(C)C,0.5%,2.8%,5.8%,102.7,-9.6%,-18.8%
CCc1[nH]nc2c1C(c1ccsc1)C(C#N)=C(N)O2 (stereo not drawn),1.8%,0.9%,5.8%,3.3,17.3%,-13.4%
Cc1cc([N+](=O)[O-])nn1CC(=O)N1N=C(C(F)F)CC1(O)C(F)F (stereo not drawn),-8.3%,4.8%,0.2%,-21.0,22.1%,-12.3%
COc1cccc(-c2sc3ccccc3c2-c2ccc(OCCN(C)C)cc2)c1,/,/,/,-39.8,11.2µM*,140.9%[activator]
COc1ccc(CNC(=O)COC(=O)/C=C/c2cccc(Br)c2)cc1,2.1%,3.4%,-5.9%,89.7,-10.9%,-20.7%
CCCCN1C(C(=O)Nc2ncccn2)=C(O)c2ccccc2S1(=O)=O,-0.2%,-21.5%,1.8%,-34.6,-0.5%,-16.0%
Cc1ccc(CN(c2ccc(C(=O)NCc3ccc4c(c3)OCO4)cc2)S(C)(=O)=O)cc1,3.3%,-1.6%,-9.3%,44.4,-2.0%,-14.8%
O=C1c2[nH]nc(-c3ccccc3)c2C(c2ccccc2)N1c1cccc(C(F)(F)F)c1 (stereo not drawn),?,/,9.9%,-108.1*,/,/
C=C(C)CN(CC)c1nc(N)c2c(N)nc3c(c2c1C#N)CC(=O)N3C12CC3CC(CC(C3)C1)C2,?,-4.6%,-30.5%,-69.4*,3.98µM*,-20.6%
CC(=O)Nc1c(C)nn(-c2ccccc2)c1N1CCC(C(=O)Nc2cc(F)ccc2F)CC1,-7.1%,/,-4.0%,17.9,/,/
COCC(=O)OCC(=O)Nc1ccccc1-c1ccccc1,-1.7%,-0.9%,7.0%,-17.9,2.4%,-14.0%
O=C(CSc1nc(O)cc(=O)n1-c1ccccc1)NCc1ccccc1,-6.1%,-1.3%,0.7%,-4.4,4.6%,-37.2%
CCN(C(=O)COC(=O)COc1ccccc1Cl)c1c(N)n(Cc2ccccc2)c(=O)[nH]c1=O,-2.2%,/,6.2%,0.0,-3.2%,1.6%
COCC(C)NC(=O)C1CC(c2cccc(Br)c2)=NO1 (stereo not drawn),-7.4%,7.1%,-0.5%,30.3,3.16µM*,-4.3%
CC(=O)Nc1ccc(NC(=O)COC(=O)c2cc(S(=O)(=O)N(C)C)ccc2N2CCCC2)cc1,-6.0%,/,-1.9%,11.3,4.5%,-15.3%
COc1ccc(C(=O)N2CCCC(CCC(=O)NCc3ccccc3F)C2)c(OC)n1 (stereo not drawn),-11.0%,-0.8%,-4.2%,-2.2,-7.3%,26.3%
Cc1ccnc(NS(=O)(=O)c2ccc(NC(=O)c3ccc(Cl)cc3[N+](=O)[O-])cc2)n1,?,?,-3.5%,8.5,18.7%,-23.6%
CCOc1ccccc1-n1c(CNc2ccc(F)cc2)nnc1SCC(=O)NCc1ccco1,-9.4%,-7.8%,-26.4%,-7.0,-8.3%,17.2%
CC1(C)CC(=O)C2=C(C1)Nc1ccccc1NC2c1cccc(F)c1 (stereo not drawn),-0.2%,4.0%,3.9%,10.8,-4.7%,16.2%
COc1ccc(N2CCN(C(CNC(=O)C(=O)NCC(OC)OC)c3ccco3)CC2)cc1 (stereo not drawn),-9.2%,-0.9%,-7.1%,78.0,12.3%,32.0%
COc1cc2c(cc1OC)C(c1ccccc1Cl)N(C)CC2 (stereo not drawn),-15.5%,?,5.8%,51.6,-24.0%,-0.1%
Cc1ccc(S(=O)(=O)N2CCN(C(=O)c3ccc4c(c3)OCO4)CC2)cc1,1.7%,/,-11.2%,-18.9,25.9%,24.5%
COc1ccc(CNC(=O)Cc2cccs2)cc1OC,0.2%,-0.4%,-1.6%,54.5,15.5%,1.4%
Cn1c(-c2ccccc2)cnc1SCc1nc2ccccc2c(=O)[nH]1,-3.3%,12.5%,7.6%,51.8,?,-20.4%
CC1CCc2c(C(=O)Nc3ccccn3)csc2C1 (stereo not drawn),1.5%,-3.9%,7.4%,11.2,?,-33.7%
COc1ccccc1N1CCN(C(=O)CCNC(=O)c2ccco2)CC1,-16.2%,/,-6.9%,42.0,11.4%,-14.2%
Cc1sc(N/N=C/c2cc([N+](=O)[O-])ccc2O)nc1-c1ccccc1,-2.4%,-0.3%,/,8.8,-2.4%,-21.2%
# Remaining list, next part:
SMILES,AmpC inh detg,FBPA Giardia inh,Sm TGR block,HCMV inh,HCV inhibitor,AmpC inh no detg
CC(C)CCN1C(=O)c2ccc(C(=O)NCc3ccccn3)cc2C1=O,-9.4%,/,-7.3%,11.9,13.4%,17.2%
CCOC(=O)c1sc(NC(=O)c2ccc(CC)s2)nc1C,5.5%,7.8%,7.2%,54.2,?,-30.8%
Cc1ccc(C2C(C#N)=C(N)Oc3nc(-c4ccccc4)[nH]c32)o1 (stereo not drawn),-13.9%,?,-17.7%,-35.7,18.3%,-47.7%
Cc1ccc(NC(=O)Cn2c(=O)n(CCCCC(=O)NCCc3ccc(Cl)cc3)c(=O)c3ccccc32)cc1,15.1%,/,8.1%,?,/,/
COc1ccc(OC)c(CNC(=O)c2ccc(N3Cc4ccccc4Oc4ncccc43)s2)c1,10.1%,/,4.0%,-2.6,/,/
COc1cccc(C(=O)C2=NN(C(C)=O)CC2c2ccco2)c1 (stereo not drawn),?,-0.3%,-11.6%,0.1,18.1%,-2.1%
CCc1nnc(SCC(=O)Nc2ccc(NC(C)=O)cc2)n1-n1cccc1,-2.7%,/,4.7%,-19.9,0.6%,-12.0%
CCN(c1ccc(OC)cc1)S(=O)(=O)c1nnc(NC(=O)c2ccccc2Cl)s1,0.6%&13.5%,/,-1.4%&9.9%,-15.1,8.9%,-39.9%
Cc1ccc(NC(=O)CN2CCN(C)CC2)cc1S(=O)(=O)N1CCOCC1,?,/,-1.7%,-21.2,5.5%,-11.4%
O=C(NCc1ccccc1Cl)c1ccc(NC(=O)N2CCSc3ncccc32)cc1,0.0%,/,-3.1%,+,/,/
O=C(O)c1cn(Cc2ccccc2)nc1-c1ccccc1,0.1%,2.7%,0.5%,-10.9,-3.4%,-42.8%
COc1cccc(NC(=O)CN2CCSc3ccccc32)c1,-5.1%,-8.9%,-12.0%,66.5,-11.4%,-31.1%
C1CNCCNCCCNCCNC1,-12.9%,-3.5%,4.3%,/,1.8%[8.37 µM],3.2%

# Screening data from PubChem BioAssay.

# Hits appear at their usual frequency; overall some 9.9% were active at least once.
